# LmPK inhibitor = qHTS Assay for Inhibitors of Leishmania Mexicana Pyruvate Kinase (LmPK). AID 1721, 2009. Potency, µM (highest dose often 57.5 µM), without a hit: at the highest dose activity change, negative = inhibition, hits mostly inhibitors. hit rate 0.37% among 290,000. purified LmPK, Kinase-Glo ATP luminescence, 1 h; also: potency is read from the fitted curve at half-maximal effect
# Target sequence (Q27686 whole entry, looked up): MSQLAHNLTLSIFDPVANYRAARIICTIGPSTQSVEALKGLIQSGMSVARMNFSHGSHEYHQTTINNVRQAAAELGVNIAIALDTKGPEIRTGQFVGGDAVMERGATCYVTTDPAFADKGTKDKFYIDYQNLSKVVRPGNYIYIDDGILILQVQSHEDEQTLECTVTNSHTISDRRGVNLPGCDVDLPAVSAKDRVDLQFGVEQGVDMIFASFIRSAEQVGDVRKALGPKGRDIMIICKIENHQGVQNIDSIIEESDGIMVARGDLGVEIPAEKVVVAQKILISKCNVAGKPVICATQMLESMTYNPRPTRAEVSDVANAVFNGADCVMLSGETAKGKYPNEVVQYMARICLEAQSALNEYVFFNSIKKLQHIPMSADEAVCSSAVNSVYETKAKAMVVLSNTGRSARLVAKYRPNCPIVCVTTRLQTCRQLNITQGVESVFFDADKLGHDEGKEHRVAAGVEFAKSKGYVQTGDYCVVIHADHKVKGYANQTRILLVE
#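 0.1 nM LmPK, 0.5 mM PEP, 0.1 mM ADP; 50 mM imidazole pH 7.2, 7 mM MgCl2, 50 mM KCl; 1 h RT. Kinase-Glo luminescence readout, normalized to no-enzyme (full inhibition) and uninhibited wells.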
# AmpC inh no detg = qHTS Inhibitors of AmpC Beta-Lactamase (assay without detergent). P00811. AmpC nitrocefin hydrolysis, absorbance 480 nm, 0.0001% Triton. Potency, µM (doses to about 57.1 µM), without a hit: at the highest dose activity change, negative = inhibition, hits mostly inhibitors. hit rate 0.52% among 330,000;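 also: potency is read from the fitted curve at half-maximal effect; plate controls were no compound for no effect and no enzyme for full effect; nearly all actives have a fitted effect of over 20% in size; some results filed as inactive show a strong effect at the top dose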
# Target sequence (P00811 whole entry, looked up): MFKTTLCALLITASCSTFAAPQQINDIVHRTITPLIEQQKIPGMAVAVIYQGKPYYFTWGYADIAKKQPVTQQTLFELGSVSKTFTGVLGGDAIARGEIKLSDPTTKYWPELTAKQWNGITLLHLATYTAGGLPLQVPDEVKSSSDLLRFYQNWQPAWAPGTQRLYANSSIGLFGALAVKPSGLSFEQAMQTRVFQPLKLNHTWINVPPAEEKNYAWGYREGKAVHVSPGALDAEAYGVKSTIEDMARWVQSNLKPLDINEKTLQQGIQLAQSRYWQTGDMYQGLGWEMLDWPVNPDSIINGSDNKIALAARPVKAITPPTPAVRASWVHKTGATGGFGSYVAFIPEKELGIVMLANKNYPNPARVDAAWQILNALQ
#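 20 mM phosphate pH 7.0 + 0.01% (detergent screen) or 0.0001% Triton X-100; 5.3 nM AmpC reagent; cpd preinc 15 min RT; nitrocefin (800 uM stock) to start; A480 q20 s × 4 min; Activity was normalised to no-enzyme and no-compound control wells.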
# HCMV antiviral = qHTS Assay for inhibitors of the human cytomegalovirus (HCMV); activity change, negative = inhibition, % at 57.5 µM; HFF cells, HCMV-luciferase reporter, 72 h; active compounds read low; hit rate 4.5% among 410,000; AID 1259415, 2018; in the data active = activity change below about -60%; inconclusive = no clear call, values can overlap the other calls; inactive = above about -39%
#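 Steps: HFFs plated, 16 h 37C; compounds added; HCMV-luciferase added to MOI 1 PFU/cell; 72 h 37C; OneGlo reagent, 5 min room temperature; luminescence read, normalized to controls.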
# HCV inh = qHTS Assay for Inhibitors of Hepatitis C Virus (HCV) | Huh7.5.1 HCVcc-Cre infection, luciferase reporter, 44 h | Potency, µM (titrated, usually from 41.8 µM), for inactives: top-dose activity change, negative = inhibition, usual class: inhibitors | AID 651820, 2012 | hit rate 3.4% among 340,000; also: potency is read from the fitted curve at half-maximal effect
#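 Infectious HCVcc-Cre (~0.5 moi) was added to cells just after compound, with cells seeded 4 h earlier at 1,000 per well. Luciferase activity after 44 h culture reported infection; substrate was incubated 15 min at room temperature before reading.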
# AmpC detergent = qHTS Inhibitors of AmpC Beta-Lactamase (assay with detergent) | P00811 | AmpC hydrolysis of nitrocefin, absorbance 480 nm, 0.01% Triton | Potency, µM (series often up to 114 µM), for inactives: at the highest dose activity change, negative = inhibition, most hits filed as inhibitors | hit rate 0.041% among 370,000 | AID 485294, 2010;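 also: potency is read from the fitted curve at half-maximal effect; 0% = no-compound wells and -100% = no-enzyme wells; nearly all actives have a fitted effect of over 25% in size; some results filed as inactive show a strong effect at the top dose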
#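 AmpC (5.3 nM in the dispensed reagent) in 20 mM phosphate pH 7.0 with 0.01% (detergent screen) or 0.0001% Triton X-100 was preincubated with compounds for 15 min at room temperature. Nitrocefin was then added from an 800 uM solution, and hydrolysis was followed at 480 nm.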
# AMA1-RON2 inh = qHTS for Inhibitors of AMA1-RON; Towards Development of Antimalarial Drug Lead: Primary Screen. Plasmodium falciparum AMA1 (3D7) - RON2 peptide interaction. AlphaScreen AMA1-biotinylated RON2 peptide binding. Potency, µM (titrated, usually from 58.2 µM), for the others: at the highest dose activity change, negative = inhibition, most hits filed as inhibitors. hit rate 0.2% among 360,000. AID 720542, 2013;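 also: potency is read from the fitted curve at half-maximal effect; 0% = vehicle wells and -100% = peptide control; nearly all actives have a fitted effect of over 45% in size; some results filed as inactive show a strong effect at the top dose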
#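 AMA1 (3D7) with his tag at 25 nM final met compounds first, then biotinylated RON2 peptide at 25 nM; detection used donor plus acceptor beads, 10 µg/mL apiece, read by AlphaScreen after 30 min at room temperature.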
# Tb PYK inh = qHTS of Trypanosoma Brucei Inhibitors. TbPYK enzyme, Kinase-Glo Plus ATP luminescence, 45 min. Potency, µM (top dose mostly 76.8 µM), inactives show at the highest dose activity, negative = inhibition, usual class: inhibitors. hit rate 0.12% among 410,000. AID 624173, 2012; also: potency is read from the fitted curve at half-maximal effect; nearly all actives have a fitted effect of over 50% in size
#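 Luminescent Kinase-Glo Plus end-point after 45 min room-temperature reaction of T. brucei pyruvate kinase started with 130 uM ADP (final). Buffer TEA 50 mM pH 7.2 with KCl, MgCl2, BSA, Tween-20; titration-based qHTS with fitted concentration-effect curves.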
# * = called active by the depositor; ? = inconclusive; nt = no result given; [ ] = another dose, or the depositor's remark. Unless noted, calls follow the shape of the dose curve; as a rule, active = well fitted curve in the direction sought with a large enough effect; inconclusive = small, poorly fitted or top-dose-only effect, or another doubt; inactive = no such curve, though single readings can be large; an effect the other way counts as inactive or inconclusive. Unless noted, % is scaled to controls: 0 for no effect and ±100 for the full control effect.
no. | compound | LmPK inhibitor | AmpC inh no detg | HCMV antiviral | HCV inh | AmpC detergent | AMA1-RON2 inh | Tb PYK inh
1 | COc1ccc(N2CCN(Cc3nc4c(c(=O)[nH]c(=O)n4C)n3Cc3ccc(C)cc3)CC2)cc1 | nt | nt | 42 | nt | 0% | nt | 2%
2 | Cc1cc(Br)cn2c(Cc3cccc(F)c3)c(-c3ccc(Cl)cc3)nc12 | nt | nt | -2 | nt | nt | -3% | 1%
3 | CC(CN1CCN(CCOCCO)CC1)CN1c2ccccc2Sc2ccc(Cl)cc21 (configuration not stated) | nt | nt | -21 | nt | nt | -3% | 5%
4 | C[C@]12CCC(=O)C=C1C=C[C@@H]1[C@@H]2CC[C@@]2(C)[C@H]1CC[C@@]2(O)CCC(=O)O | nt | -7% | ? | -17% | ? | 41%[activator] | -15%
5 | Cc1ccc(C(=O)C[n+]2cccc3ccccc32)cc1 | -1% | 0.16µM* | 67 | -12% | 0% | -5% | -1%
6 | CCCNC(=O)Cn1nc(C)n2c(cc3cc(F)ccc32)c1=O | 2% | -1% | 7 | 3% | 2% | 1% | 31%
7 | CCOC(=O)c1cc(S(=O)(=O)N2CCN(c3ccccc3F)CC2)[nH]n1 | nt | nt | -12 | nt | 16% | nt | -7%
8 | Fc1ccc(C2c3[nH]c4ccccc4c3CCN2Cc2cccn2-c2ncccn2)cc1 (configuration not stated) | 0% | -8% | -91* | ? | 1% | -25% | 6%
9 | Cc1cc(Nc2ccccc2F)n2nc(C)nc2n1 | -1% | -1% | 7 | 1% | ? | 15% | 2%
10 | CC(C)CC1C(=O)N(Cc2cn(CCC3OCCO3)nn2)CCS(=O)(=O)N1Cc1ccc(-c2ccc(F)cc2)cc1 (configuration not stated) | nt | nt | -24 | nt | nt | -3% | 0%
11 | CN(CC(=O)NC(=O)NC1CCCCC1)Cc1ccccc1 | nt | -7% | 23 | -3% | -1% | -3% | 0%
12 | CC(=O)c1cc(NC(=O)c2ccc([N+](=O)[O-])cc2)c(=O)oc1C | -2% | -14% | -30 | 10% | 3% | -2% | -3%

# Values by screen from above:
# Entries 1 to 9 in AmpC detergent, in turn: 0%, nt, nt, ?, 0%, 2%, 16%, 1%, ?

# Additional records follow.
no. | compound | LmPK inhibitor | AmpC inh no detg | HCMV antiviral | HCV inh | AmpC detergent | AMA1-RON2 inh | Tb PYK inh
13 | O=C(Nc1ccc(F)cc1)N1CCn2c(nc3ccccc32)C1 | -1% | -26% | -33 | 10% | -3% | -5% | 8%
14 | CCOC(=O)c1c(NC(=O)COC(=O)c2nccnc2N)sc2c1CCC2 | nt | -8% | 34 | ? | -7% | 39%[activator] | 3%
15 | NC(Cc1ccccc1)c1csc(Nc2ccc(C(F)(F)F)cn2)n1 (configuration not stated) | nt | nt | 22 | nt | nt | 87%[activator] | 1%
16 | O=C(NC1CCS(=O)(=O)C1)C1CCCCN1S(=O)(=O)c1ccc(Cl)cc1 (configuration not stated) | 1% | -5% | -26 | 25% | -14% | -1% | -12%
17 | COc1ccc(CCNC(=O)c2cc3c(=O)n(C)c4ccccc4c3n2C)c(OC)c1 | 0% | 0% | -17 | ? | -4% | 4% | 1%
18 | CCCCN(C(=O)C1CCN(C(=O)c2ccccc2C)CC1)c1c(N)n(CCCC)c(=O)[nH]c1=O | 1% | -1% | 31 | 1% | ? | 7% | -5%
19 | CCOC(=O)C1=C(C)NC(C)=C(C(=O)OCC)C1/C=C/c1ccccc1OC | 1% | 22% | 31 | ? | -6% | -11% | 9%
20 | C[C@@H]1CCCCO[C@@H](CN(C)Cc2ccccc2)[C@@H](C)CN([C@H](C)CO)C(=O)c2cc(NC(=O)Nc3cccc4ccccc34)ccc2O1 | nt | nt | -1 | nt | nt | -19% | -3%
21 | C#CCOCCOCCOCCNc1nc(N2CCN(C(=O)CCCCCCCCCCNC(=O)[C@H](CO)n3cc(CCCCCN)nn3)CC2)nc(N2CCN(C(=O)CCCCCCCCCCNC(=O)[C@H](CCCN=C(N)N)n3cc(C[C@@H](C)CC)nn3)CC2)n1 | nt | 269%[activator] | nt | -14% | 4% | nt | nt
22 | CS(=O)(=O)N1CCc2ccc(NC(=O)C3CCCO3)cc2C1 (configuration not stated) | -5% | -7% | 22 | 7% | 3% | -7% | -9%
23 | CCc1ccc(NC(=O)Cn2c(C(=O)OC)cc3oc(C)cc32)cc1 | nt | nt | 1 | nt | 18% | nt | 2%
24 | COc1ccc(S(=O)(=O)N(C)C[C@@H]2Oc3c(NS(=O)(=O)c4cn(C)cn4)cccc3C(=O)N([C@@H](C)CO)C[C@@H]2C)cc1 | nt | 127%[activator] | 39 | 30% | nt | 11% | 3%

# Record cards, from the list above. Values in the order: LmPK inhibitor | AmpC inh no detg | HCMV antiviral | HCV inh | AmpC detergent | AMA1-RON2 inh | Tb PYK inh
# COc1ccc(S(=O)(=O)N(C)C[C@@H]2Oc3c(NS(=O)(=O)c4cn(C)cn4)cccc3C(=O)N([C@@H](C)CO)C[C@@H]2C)cc1 is listed as nt | 127%[activator] | 39 | 30% | nt | 11% | 3%
# CCCCN(C(=O)C1CCN(C(=O)c2ccccc2C)CC1)c1c(N)n(CCCC)c(=O)[nH]c1=O is listed as 1% | -1% | 31 | 1% | ? | 7% | -5%

# Next results follow:
no. | compound | LmPK inhibitor | AmpC inh no detg | HCMV antiviral | HCV inh | AmpC detergent | AMA1-RON2 inh | Tb PYK inh
25 | O=C(c1ccccc1Br)N1CCN(Cc2ccc3c(c2)OCO3)CC1 | -3% | 30% | 25 | ? | 5% | -8% | -18%
26 | Cc1noc(C)c1S(=O)(=O)N(C)C[C@H]1Oc2ccc(NC(=O)C3CC3)cc2C(=O)N([C@H](C)CO)C[C@@H]1C | nt | 23% | -5 | 11% | nt | -1% | 0%
27 | CCCCC1OC23CCCCC2C(C#N)(C#N)C1(C#N)C(=N)O3 (configuration not stated) | 4% | -32% | -14 | 1% | -1% | 14% | -7%
28 | Cc1nc(N2CCCCC2)[nH]c(=O)c1CN(C)N=O | nt | nt | 28 | nt | nt | 4% | -6%
29 | Cc1ccc(O)c(/C=N/NC(=O)CN2CCCC2)c1 | -1% | -14% | -4 | -17% | 1% | 88%[activator] | 6%
30 | CC(C)CN(C(=O)c1ccc(N2CCCC2=O)cc1)c1c(N)n(Cc2ccccc2)c(=O)[nH]c1=O | nt | -6% | -18 | -5% | -10% | 24% | -3%
31 | O=C(c1cnc(N2CCCCC2)c2ccccc12)N1CCN(c2ccccc2F)CC1 | nt | nt | 5 | nt | -5% | nt | -6%
32 | Cc1nc2ccccc2c2c1C(=O)N(CCC1=CCCCC1)C2=O | -6% | -1% | nt | 1% | -4% | nt | nt
33 | CCC(Cc1ccccc1)OC(=O)c1ccccc1C(=O)O (configuration not stated) | nt | nt | 8 | 7% | nt | -15% | 5%
34 | COC(=O)C1=C[C@@H](C(=O)OC)[C@@H]2C3=C(C(=O)[C@@]2(C)NC(=O)c2ccccc2)[C@H](c2ccccc2)n2c(=O)n(-c4ccccc4)c(=O)n2[C@@H]3C1 | nt | nt | nt | 16% | nt | 13% | -1%
35 | O=C(Nc1nnc(S(=O)(=O)N2CCCC2)s1)c1ccc(F)cc1 | nt | nt | 14 | nt | 3% | nt | 0%
36 | CNC(=S)N/N=C(\C)c1ccc(C)c(C)c1 | -6% | -40% | 22 | ? | -11% | 16% | -8%

# Continuation:
no. | compound | LmPK inhibitor | AmpC inh no detg | HCMV antiviral | HCV inh | AmpC detergent | AMA1-RON2 inh | Tb PYK inh
37 | COc1ccc(NC(=O)Cc2nc3ccccc3[nH]2)cc1 | 3% | -4% | -33 | 16% | -1% | -5% | 7%
38 | CN(C(=O)CSc1nc2c(c(=O)[nH]1)CCC2)c1ccccc1 | 2% | -2% | 9 | 8% | -3% | -2% | 0%
39 | Cn1c(N=Cc2ccc([N+](=O)[O-])cc2)c(N)c(=O)n(C)c1=O | nt | nt | -9 | 36%[activator] | nt | 3% | 1%
40 | CC(C)[C@H](NC(=O)NCCc1ccccc1)C(=O)O | -4% | -2% | 19 | 5% | -5% | 7% | -10%
41 | Cc1ccc(NC(=O)NNC(=O)c2cc3ccccc3cc2O)cc1 | -5% | 10µM* | 37 | 11% | -1% | 67%[activator] | -4%
42 | CCOc1ccc(S(=O)(=O)N2CCC(n3c(C)nc4cccnc43)CC2)cc1 | nt | nt | -37 | nt | -3% | nt | 5%
43 | CCc1nc2ccccc2c(C(=O)O)c1C | 5% | -3% | 25 | ? | -1% | -9% | 1%
44 | C=CCOc1ccccc1CNCCCN1CCOCC1 | -1% | -23% | -12 | -13% | 3% | -5% | -2%
45 | Cc1ccc(-c2nc(CS(=O)CC(=O)NCc3ccccn3)c(C)o2)cc1 (configuration not stated) | 7% | 4% | 51 | 17% | -10% | 81%[activator] | 1%
46 | COc1ccc(CC(=O)NNC(=O)c2cccs2)cc1 | -4% | -15% | ? | -2% | -9% | 11% | 9%
47 | CCCOC(=O)c1ccc(Nc2cc(C)nc3ncnn23)cc1 | 10% | -3% | 34 | -6% | ? | 16% | 3%
48 | S=c1[nH]nc(-c2cccc3ccccc23)n1-c1cccnc1 | 13µM* | -27% | 9 | 8% | 4% | 48%[activator] | ?
49 | COC(=O)c1ccc(CSc2nc3cc(Cl)ccc3s2)o1 | 1% | -28% | -5 | 4% | 0% | -23% | 4%

# An excerpt of these results, with one line to a screen:
39. Cn1c(N=Cc2ccc([N+](=O)[O-])cc2)c(N)c(=O)n(C)c1=O
46. COc1ccc(CC(=O)NNC(=O)c2cccs2)cc1
45. Cc1ccc(-c2nc(CS(=O)CC(=O)NCc3ccccn3)c(C)o2)cc1 (configuration not stated)
44. C=CCOc1ccccc1CNCCCN1CCOCC1
assay / entry | 39 | 46 | 45 | 44
LmPK inhibitor | nt | -4% | 7% | -1%
AmpC inh no detg | nt | -15% | 4% | -23%
HCMV antiviral | -9 | ? | 51 | -12
HCV inh | 36%[activator] | -2% | 17% | -13%
AmpC detergent | nt | -9% | -10% | 3%
AMA1-RON2 inh | 3% | 11% | 81%[activator] | -5%
Tb PYK inh | 1% | 9% | 1% | -2%

# Screening data (PubChem BioAssay)
